Compound activity: PubChem BioAssay, National Center for Advancing Translational Sciences (NCATS)
IMPase inh = qHTS Assay for Identifying the Cell-Membrane Permeable IMPase Inhibitors; AID 901, 2007; Inositol monophosphatase 1 (Rattus norvegicus), P97697; inhibition (IP1 accumulation), % at 46.1 µM; CHO-M1 cells, IP1 accumulation, HTRF TR-FRET ratio; 120,000 tested, under 10 active; active means well fitted curve in the direction sought with a large enough effect in the signal ratio, not every such curve was filed as active; inconclusive means small, poorly fitted or top-dose-only effect, or a change in a side signal; inactive means no such curve, though single readings can be large or run the other way; the % refers to the signal ratio;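 further: cells stimulated with carbachol in lithium chloride buffer; plate controls were DMSO basal wells for no effect and reference inhibitor wells for full effect; higher means more IMPase inhibition seen as more IP1 and lower FRET ratio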
Target sequence (P97697 whole entry, looked up): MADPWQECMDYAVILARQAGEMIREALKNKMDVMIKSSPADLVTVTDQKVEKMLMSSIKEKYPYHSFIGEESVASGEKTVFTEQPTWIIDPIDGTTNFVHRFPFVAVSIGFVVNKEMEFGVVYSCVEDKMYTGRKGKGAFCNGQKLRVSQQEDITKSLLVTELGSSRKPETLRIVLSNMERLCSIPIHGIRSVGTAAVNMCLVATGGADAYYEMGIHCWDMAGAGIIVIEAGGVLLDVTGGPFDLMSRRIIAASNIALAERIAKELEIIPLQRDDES
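In this qHTS, compounds (final up to 46 uM) act on CHO-M1 cells that are then activated through the M1 receptor with carbachol, in pH 7.4 buffer containing 50 mM LiCl, for 30 min. IP1 accumulation is quantified by the IP-One immunoassay.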
PNC assembly inh = High Content Assay for Compounds that inhibit the Assembly of the Perinucleolar Compartment; PC3M PTB-GFP, PNC prevalence imaging, 16 h; stronger effect = lower value; activity change (PNC), negative = inhibition, % at 10 µM; 140,000 tested, 3.1% active;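 active means readout at or below -70, meaning at least 70% loss of cells showing the perinucleolar compartment, a nuclear body marking cancer cells; inconclusive means readout between -30 and a set limit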;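 further: plate controls were DMSO wells for no effect and camptothecin positive control wells for full effect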
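Compounds are pinned in duplicate onto adhered PC3M cells stably expressing GFP-tagged PTB and incubated 16 h at 37 C. Cells are then fixed, nuclei stained with Hoechst, and PNC-positive cells counted.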
15-hLO-2 inh = qHTS Assay for Inhibitors of 15-hLO-2 (15-human lipoxygenase 2); Polyunsaturated fatty acid lipoxygenase ALOX15B (Homo sapiens), O15296; purified 15hLO-2, xylenol orange hydroperoxide absorbance; Potency, µM (doses to about 57.1 µM), inactives show at the highest dose activity change, negative = inhibition, usual class: inhibitors; 110,000 tested, 0.56% active; further: potency means the concentration at half of the fitted maximal effect; nearly all actives have a fitted effect of over 60% in size; many of its hits are not listed in these tables
Target sequence (O15296 whole entry, looked up): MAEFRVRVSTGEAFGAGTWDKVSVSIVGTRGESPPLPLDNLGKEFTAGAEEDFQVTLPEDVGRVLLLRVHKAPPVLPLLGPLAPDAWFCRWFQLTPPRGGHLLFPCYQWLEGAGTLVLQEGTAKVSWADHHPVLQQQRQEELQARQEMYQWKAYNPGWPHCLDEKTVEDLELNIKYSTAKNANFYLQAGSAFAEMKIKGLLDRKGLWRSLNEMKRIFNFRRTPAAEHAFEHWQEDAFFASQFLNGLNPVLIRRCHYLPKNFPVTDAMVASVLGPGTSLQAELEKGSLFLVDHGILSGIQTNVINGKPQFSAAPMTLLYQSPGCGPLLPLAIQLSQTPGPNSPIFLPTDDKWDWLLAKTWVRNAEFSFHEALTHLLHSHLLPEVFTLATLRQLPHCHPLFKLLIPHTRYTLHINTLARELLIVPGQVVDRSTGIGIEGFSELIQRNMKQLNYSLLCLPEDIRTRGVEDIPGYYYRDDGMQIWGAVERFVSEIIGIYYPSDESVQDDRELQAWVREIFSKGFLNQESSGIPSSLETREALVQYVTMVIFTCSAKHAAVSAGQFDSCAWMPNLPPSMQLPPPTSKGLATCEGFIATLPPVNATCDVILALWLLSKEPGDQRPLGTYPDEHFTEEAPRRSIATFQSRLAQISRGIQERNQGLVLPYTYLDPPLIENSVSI
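Purified human 15hLO-2 (50 nM) preincubated 15 min with compound, then 45 uM arachidonic acid for 90 min at RT in 25 mM Hepes pH 7.5, 0.01% Triton X-100. Hydroperoxide detected by Fe-xylenol orange; 573/405 nm absorbance ratio.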
ALOX12 inhib = qHTS Assay for Inhibitors of 12-hLO (12-human lipoxygenase) | Polyunsaturated fatty acid lipoxygenase ALOX12 (Homo sapiens), P18054 | purified 12-hLO, xylenol orange hydroperoxide absorbance | Potency, µM (highest dose often 57.1 µM), without a hit: at the highest dose activity change, negative = inhibition, most hits filed as inhibitors | 150,000 tested, 0.12% active; further: potency means the concentration at half of the fitted maximal effect; nearly all actives have a fitted effect of over 55% in size; many of its hits are not listed in these tables
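Lipoxygenase turnover measured by absorbance at 573 and 405 nm after Fe-XO development. Human 12hLO 150 nM, arachidonate 40 uM, pH 7.0 Hepes buffer with detergent; 15 min compound preincubation, 30 min reaction.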
The depositor's hits bear a star; ? = inconclusive; . = no result given; & = joins results of further samples; [ ] = another dose, or the depositor's remark. Unless noted, the call rests on the fitted dose curve; in most records, active means well fitted curve in the direction sought with a large enough effect; inconclusive means small, poorly fitted or top-dose-only effect, or another doubt; inactive means no such curve, though single readings can be large; an effect the other way counts as inactive or inconclusive. Unless noted, on the % scale 0 is the no-effect control and ±100 the full control effect.

nr	mol	IMPase inh	PNC assembly inh
1	CC1C(=O)OC2C(O)C34C5OC(=O)[C@@]3(OC3OC(=O)[C@H](O)[C@]34C(C(C)(C)C)C5O)[C@]12O (some centres not stated)	.	.
2	N[C@H]1C[C@H]1c1ccccc1	2[20.6 µM]	.
3	C1CC2OC2CC1C1CO1 (configuration not stated)	.	.
4	CC(C)c1ccc(-n2c(O)c(/C=N/NC(=O)c3ccncc3)c(=O)[nH]c2=O)cc1	-5	-18
5	O=C(Nc1ccc([As](=O)(O)O)cc1)Nc1cccc(Cl)c1Cl	.	.
6	Cc1nn(Cc2ccccc2Cl)c(C)c1C(=O)OCC(=O)NC1CCCC(C)C1C (configuration not stated)	.	?
7	COc1ccc(C(=O)CC2C(=O)N(C)C(=O)N(C)C2=O)cc1	-5	?
8	CC(=O)N1CC[N+](C)(C)CC1	-4	.
9	O=C(COc1ccccc1)N1CCN(CC2CC3C=CC2C3)CC1 (configuration not stated)	-8	81
10	Cc1nn(C)c(C)c1-c1cccc2c1CCC(N(C)C)C2 (configuration not stated)	.	.

nr	15-hLO-2 inh	ALOX12 inhib
1	-2%	-1%
2	6%[25.6 µM]	-1%[25.6 µM]
3	-6%	-1%
4	.	-4%
5	-3%[11.4 µM]	3%[11.4 µM]
6	.	-4%
7	.	6%
8	-6%	-3%
9	.	4%
10	14%[0.0915 µM]	2%[0.00818 µM]

Following part:
nr	mol	IMPase inh	PNC assembly inh
11	CN1C2CC(OC(=O)C(CO)c3ccccc3)CC1C(O)C2 (configuration not stated)	.	.
12	COC1=CC(=O)O[C@@H](/C=C/c2ccc3c(c2)OCO3)C1	.	.
13	CCN1C[C@@]2(COC)[C@H]3[C@@H](OC)[C@H]4C1[C@@]3([C@H](OC)C[C@@H]2O)[C@H]1C[C@@]2(O)[C@@H](OC(=O)c3ccccc3)[C@@H]1[C@@]4(OC(C)=O)[C@H](O)[C@@H]2OC	2[20.6 µM]	.
14	CCC1(c2ccc(N)cc2)CCC(=O)NC1=O (configuration not stated)	.	.
15	C[C@H]1O[C@@H](O[C@H]2[C@@H](O)C[C@H](O[C@H]3[C@@H](O)C[C@H](O[C@H]4CC[C@]5(C)C6CC[C@]7(C)[C@@H](C8=CC(=O)OC8)CC[C@]7(O)C6CC[C@@H]5C4)O[C@@H]3C)O[C@@H]2C)C[C@H](O)[C@@H]1O (some centres not stated)	-8	.
16	Cc1ccc(CC2C(=O)N(C)C(=O)N(C)C2=O)s1	-4	?
17	CN1C(=O)CN=C(c2ccc(Cl)cc2)c2cc(Cl)ccc21	.	19
18	O=C(N/N=C/c1c(O)n(CCC2=CCCCC2)c(=S)[nH]c1=O)c1ccccc1	.	22
19	COc1ccccc1N	.	.
20	O=C1C=C2C(=CCOC2O)O1 (configuration not stated)	.	.

nr	15-hLO-2 inh	ALOX12 inhib
11	9%	-3%
12	-8%	-4%
13	5%[25.6 µM]	3%[25.6 µM]
14	-8%	3%
15	-10%	-1%
16	7%	-12%
17	.	-2%
18	.	-8%
19	-14%	-1%
20	27%	-3%

(cont.)
nr	mol	IMPase inh	PNC assembly inh
21	CCc1cc2c(N3CCN(C)CC3)ncnc2s1	15	277
22	Cc1ccc(-n2sc3ccccc3c2=O)cc1	-5	?
23	CCC1(C2=NCCN2)Cc2ccccc2O1 (configuration not stated)	.	.
24	COc1cc(CN2C(=O)NC(=O)C3(Cc4cc(C)ccc4N(C)C3)C2=O)cc(OC)c1 (configuration not stated)	5	?
25	ClCc1ccccn1	.	.
26	CNC(=O)[C@H]1C[C@@H]1[C@H](NP(=O)(c1ccccc1)c1ccccc1)c1ccccc1	.	.
27	Cn1c(CN2CCN(C(=O)COc3ccccc3)CC2)nc2cc([N+](=O)[O-])ccc21	.	60
28	O=c1c2ccccc2nc(-c2ccc(-c3ccccc3)cc2)n1-c1ccncc1	-3	?
29	O=C1NC(=S)NC(=O)C1C/C=C/c1ccccc1	-7	-1
30	CN(C)P(=NC(=S)c1cccn1C)(N(C)C)N(C)C	12	9

nr	15-hLO-2 inh	ALOX12 inhib
21	.	16%
22	.	7.9µM*
23	5%	2%
24	-19%	-7%
25	-2%	-3%
26	2%	1%
27	.	-2%
28	7%	2%
29	-10%	-9%
30	-3%	-3%

Additional compounds:
nr	mol	IMPase inh	PNC assembly inh
31	OC(c1ccc(F)cc1)(c1ccc(F)cc1)[C@@H]1CCCN1	9	-19
32	CC(=O)c1ccc2c(c1)OCO2	.	-12
33	O=[N+]([O-])c1ccc(C2[C@H]3C(c4ccccc4)=NC4(CCCC4)N23)cc1 (some centres not stated)	6	-2
34	CC[C@]1(OC(=O)CN)C(=O)OCc2c1cc1n(c2=O)Cc2cc3ccccc3nc2-1	.	.
35	CN1CCN(C(=O)COc2ccc(-c3nc4ccccc4s3)cc2)CC1	0	59
36	NP(N)(=O)NC(=O)c1ccc(F)cc1	-5	.
37	CC(=O)N1N=C2C3CCN(CC3)C2C1c1ccccc1 (configuration not stated)	-7	5
38	CN1[C@@H](C[C@@H](O)c2ccccc2)CCC[C@@H]1C[C@H](O)c1ccccc1	-3[20.6 µM]	.
39	COc1ccc(CCn2c(O)c(/C=N/NC(=O)c3ccncc3)c(=O)[nH]c2=O)cc1OC	-6	?
40	N=C(N)SCc1ccc(Cl)c2ccccc12 (tested in a mixture with another compound)	.	.

nr	15-hLO-2 inh	ALOX12 inhib
31	0%	2%
32	.	-2%
33	.	-4%
34	-10%[11.4 µM]	1%[11.4 µM]
35	49%[activator]	5%
36	25%	-3%
37	-6%	0%
38	9%[25.6 µM]	2%[25.6 µM]
39	.	-4%
40	7%&11%[11.4 µM]	-1%&0%[11.4 µM]

New compounds follow
nr	mol	IMPase inh	PNC assembly inh
41	CN1C(=O)N(C)C(=O)C(CCc2ccncc2)(Cc2ccc3c(c2)OCO3)C1=O	-5	?
42	CCCn1c(=O)c2[nH]c(C3CCCC3)nc2n(CCCOC(=O)c2ccc(S(=O)(=O)F)cc2)c1=O	-4	.
43	COc1ccccc1CCNC1C2CC3CC(C2)CC1C3 (configuration not stated)	.	26
44	CN(C)C1C(=O)C(C(N)=O)=C(O)[C@@]2(O)C(=O)C3=C(O)c4c(O)cccc4[C@](C)(O)C3C(O)C12 (some centres not stated)	.	.
45	CCCOC(=O)c1ccccc1C(=O)OCCC	.	.
46	CCn1nc(-c2cccs2)nc2c(=O)n(C)c(=O)nc1-2	?	?
47	CC(NC(=O)Oc1ccccc1)C(c1cccs1)N1CCOCC1 (configuration not stated)	-6	54
48	CC[n+]1c(SC)ccc2cc(OC)ccc21	.	?
49	c1cncc(CNC2=NCCC2)c1	-11	3
50	CC[N+](CC)(CCCNC1=CC(=O)C(NCCC[N+](CC)(CC)Cc2ccccc2)=CC1=O)Cc1ccccc1	21	.

nr	15-hLO-2 inh	ALOX12 inhib
41	6%	-5%
42	-7%	-3%
43	.	-6%
44	-3%	-2%
45	-4%	-3%
46	-12%	-7%
47	.	-1%
48	.	-2%
49	-4%	-1%
50	22%	-4%

(next part)
nr	mol	IMPase inh	PNC assembly inh
51	CC(=O)[C@@]1(O)CC[C@H]2[C@@H]3CC=C4C[C@@H](O)CC[C@]4(C)[C@H]3CC[C@@]21C	.	?
52	CN(C)C(=O)Oc1c(Cl)cc(Cl)c2ccccc12	3	25
53	N=C1c2ccccc2CN1NC(=O)c1ccc(Br)cc1	.	-26
54	ClC(Br)Br	.	.
55	CC(=O)C1C2c3ccccc3OC1(C)N=c1s/c(=C/c3cnn(C)c3)c(=O)n12 (configuration not stated)	15	?
56	Nc1c(C(=O)OCC2CCCO2)c2nc3ccccc3nc2n1Cc1cccs1 (configuration not stated)	9	-6
57	CCN1CCN(Cc2cc(Br)ccc2O)CC1	-1	14
58	CC(=NCc1ccco1)c1c(O)n(-c2ccccc2)c(=O)[nH]c1=O	4	?
59	Fc1ccccc1CCNCc1cccc2ccccc12	.	-9
60	Cc1nn(C2CCOC(C)(C)C2)c2c1C(c1ccc(OC(C)C)cc1)SCC(=O)N2 (configuration not stated)	8	-7

nr	15-hLO-2 inh	ALOX12 inhib
51	.	-3%
52	-1%	2%
53	.	1%
54	-8%	-2%
55	-6%	-3%
56	-23%	?
57	12%	10%
58	-5%	-1%
59	.	-3%
60	-7%	-10%

Additional results follow.
nr	mol	IMPase inh	PNC assembly inh
61	NC(=O)CN1CC(c2ccccc2)CC1=O (configuration not stated)	-2	-30
62	COc1ccc(C[C@@H]2c3cc(O)c(OC)cc3CCN2C)cc1O	.	39
63	CCc1cccc(C)c1NC(=S)N1CC2CC(C1)c1cccc(=O)n1C2 (configuration not stated)	5	50
64	N#CS.N=C=S.N=C=S.[Cu].[NH2-].[NH2-].[NH2-].[NH2-].c1ccc2ncccc2c1	.	.
65	COc1ccc(CCn2c(O)c(C=NCc3ccc4c(c3)OCO4)c(=O)[nH]c2=O)cc1OC	1	6
66	C=CCN1C(=O)/C(=C/c2cccs2)C(=O)NC1=S	3	?
67	CCCCCCCCCCCCCl	.	.
68	CN1CCC2(CC1)CCN(C(=O)c1ccco1)CC2	.	.
69	Cc1ccc(S(=O)(=O)Nc2cc(C(=O)N3CCC4(CC3)OCCO4)ccc2N2CCCCC2)cc1	8	81
70	CCc1nc(N2CCNCC2)c(C#N)c2c1CSC(C)(C)C2	17	32
71	COc1cc(N)c(Cl)cc1C(=O)N[C@@H]1CN2CCC1CC2	10	.
72	C1=C(CCNCc2ccccc2)CCCC1	6	20

nr	15-hLO-2 inh	ALOX12 inhib
61	-2%	0%
62	.	-3%
63	.	-4%
64	?	?
65	-3%	-9%
66	.	-13%
67	-9%	4%
68	-1%	1%
69	1%	-5%
70	28%	3%
71	21%	-2%
72	42%[activator]	0%

11 entries from above in another layout:
No. | molecule | IMPase inh | PNC assembly inh | 15-hLO-2 inh | ALOX12 inhib
60 | Cc1nn(C2CCOC(C)(C)C2)c2c1C(c1ccc(OC(C)C)cc1)SCC(=O)N2 (configuration not stated) | 8 | -7 | -7% | -10%
61 | NC(=O)CN1CC(c2ccccc2)CC1=O (configuration not stated) | -2 | -30 | -2% | 0%
62 | COc1ccc(C[C@@H]2c3cc(O)c(OC)cc3CCN2C)cc1O | . | 39 | . | -3%
63 | CCc1cccc(C)c1NC(=S)N1CC2CC(C1)c1cccc(=O)n1C2 (configuration not stated) | 5 | 50 | . | -4%
64 | N#CS.N=C=S.N=C=S.[Cu].[NH2-].[NH2-].[NH2-].[NH2-].c1ccc2ncccc2c1 | . | . | ? | ?
65 | COc1ccc(CCn2c(O)c(C=NCc3ccc4c(c3)OCO4)c(=O)[nH]c2=O)cc1OC | 1 | 6 | -3% | -9%
66 | C=CCN1C(=O)/C(=C/c2cccs2)C(=O)NC1=S | 3 | ? | . | -13%
67 | CCCCCCCCCCCCCl | . | . | -9% | 4%
68 | CN1CCC2(CC1)CCN(C(=O)c1ccco1)CC2 | . | . | -1% | 1%
69 | Cc1ccc(S(=O)(=O)Nc2cc(C(=O)N3CCC4(CC3)OCCO4)ccc2N2CCCCC2)cc1 | 8 | 81 | 1% | -5%
70 | CCc1nc(N2CCNCC2)c(C#N)c2c1CSC(C)(C)C2 | 17 | 32 | 28% | 3%

Not all compounds are listed; count on the stated rates, not on these rows.
